Screening results as filed in PubChem BioAssay.
STEP block: inhibitors of human striatal-enriched phosphatase STEP. inhibition, % at 20 µM. P54829. hit rate 0.25% among 360,000. recombinant STEP, OMFP fluorogenic substrate, fluorescence;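 active means inhibition at 20 µM, scaled per plate between control wells, above about 37%, limit read from the data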;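 further: 0% = DMSO with enzyme and substrate and 100% = substrate only without enzyme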
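Material: STEP (striatal-enriched tyrosine phosphatase) enzyme, cell-free | Medium: 50 mM Bis-Tris pH 6.0 with 2.5 mM DTT and 0.005% Tween 20 | Read-out: Percent inhibition scaled to no-enzyme and uninhibited-enzyme controls, plate-pattern corrected | Signal: Fluorescence read at 480 nm ex / 540 nm em | Times: 20 min reaction, room temperature, in the dark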
Scp-1 inhibitor: inhibitors of human Scp-1 phosphatase; Recombinant Scp1, phosphopeptide, malachite green phosphate absorbance; inhibition, % at 20 µM; hit rate 0.88% among 340,000; AID 493091;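 active means inhibition above about 50% at 20 µM, limit read from the data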;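 further: plate controls were DMSO wells with enzyme for no effect and wells lacking enzyme for full effect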
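Test system: SCP-1 phosphatase catalytic domain, residues 76-261 | Compound dosing: One concentration, 20 µM, with 1.0% DMSO | Schedule: 45 min room-temperature reaction, 5 min colour, 30 min stabiliser | Detection: Absorbance at 630 nm | Read-out basis: % inhibition of SCP-1 phosphate liberation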
SKN-1 block: inhibitors of C. elegans SKN-1; C. elegans VP596 Pgst-4::GFP/RFP ratio, acrylamide-induced, 24 h; inhibition, % at 21.8 µM; hit rate 0.49% among 360,000; AID 624304;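 active means interference check ratio from 0.5 to 1.5 plus GFP to RFP signal ratio inhibition reaching or exceeding a fixed threshold, cut at about 30% in these data, passing the limit was not always enough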; further: some compounds called inactive have numbers as strong as hits
NadD inh: blocks S. aureus nicotinate mononucleotide adenylyltransferase. purified NadD enzyme, colorimetric absorbance read-out. inhibition, % at 20 µM. hit rate 0.78% among 360,000; in the data active means inhibition above about 26%; further: some compounds past the cut are filed as inactive
Neddylation inh: cullin neddylation inhibition | calls only at 25 µM | P61081+Q13564 | hit rate 0.58% among 360,000 | TR-FRET cullin neddylation, biochemical; in the data active means inhibition above about 36%
LMPTP inh: blocks human LMPTP phosphatase. P24666. recombinant LMPTP-A, OMFP fluorogenic substrate, fluorescence intensity. inhibition, % at 20 µM. hit rate 0.22% among 360,000. AID 651560;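 active means compounds that cut the enzyme signal by at least half of the control window in the single-dose screen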;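 further: plate controls were DMSO wells with enzyme plus substrate for no effect and substrate without enzyme for full effect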
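Buffer or medium: Bis-Tris pH 6.0, DTT, detergent; Assay system: LMPTP-A enzyme; Quantity: 0.625 nM enzyme; Detection: endpoint fluorescence intensity; Times: 50 min dark incubation at room temperature; Controls: substrate-only low control, DMSO enzyme-plus-substrate high control; Doses: single 20 µM dose; Read-out: percent inhibition versus substrate-only and uninhibited controls; Reagent: 400 µM OMFP.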
TbMetRS inhib: blocks T. brucei methionyl-tRNA synthetase activity; purified T. brucei MetRS, ATP depletion, Kinase-Glo luminescence; inhibition, % at 11.9 µM; hit rate 0.4% among 360,000;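 active means inhibition above a per-plate cutoff of the control wells' mean inhibition plus 3 SD, cut at about 5.5% in these data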;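 further: 0% = DMSO wells median and 100% = median of wells with control inhibitor compound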
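Test system: purified T. brucei MetRS enzyme. Also added: ATP, methionine and E. coli bulk tRNA substrates. Compound: 11.9 µM single point. Schedule: 15 min enzyme-compound preincubation, 2 h reaction, 10 min detection, 25 °C. Signal: luciferase luminescence of residual ATP, Kinase-Glo. Evaluation: percent inhibition versus plate control medians. Controls: DMSO wells, low control.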
DNMT1 block: inhibitors of human DNMT1. inhibition (reported as % activation of signal), % at 10 µM. P26358. AID 588458. hit rate 0.83% among 360,000. DNMT1 molecular beacon, Hinp1I cleavage, fluorescence; in the data active means inhibition above about 50%
SUMO1-SIM PPI: SUMO1-SIM interaction modulation. P63165. SUMO1 binding to a labelled peptide, TR-FRET, 1 h. inhibition, % at 20 µM. hit rate 0.33% among 360,000. AID 602429; in the data active means inhibition above about 37%
Target sequence (P63165 whole entry, looked up): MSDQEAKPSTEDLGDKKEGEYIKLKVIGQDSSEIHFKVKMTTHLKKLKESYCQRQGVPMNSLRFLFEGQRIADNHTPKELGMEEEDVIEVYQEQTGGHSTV
NRP1-CendR mod: modulators of CendR peptide binding to human neuropilin-1; AID 602438; hit rate 0.85% among 360,000; FAM-RPARPAR peptide binding to NRP-1, fluorescence polarization; inhibition, % at 25 µM; O14786;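 active means inhibition or corrected inhibition above about 18%, plus a signal ratio from 0.5 to 1.5, limit read from the data, passing the limit was not always enough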; further: strong numbers were not always called active
Target sequence (O14786 whole entry, looked up): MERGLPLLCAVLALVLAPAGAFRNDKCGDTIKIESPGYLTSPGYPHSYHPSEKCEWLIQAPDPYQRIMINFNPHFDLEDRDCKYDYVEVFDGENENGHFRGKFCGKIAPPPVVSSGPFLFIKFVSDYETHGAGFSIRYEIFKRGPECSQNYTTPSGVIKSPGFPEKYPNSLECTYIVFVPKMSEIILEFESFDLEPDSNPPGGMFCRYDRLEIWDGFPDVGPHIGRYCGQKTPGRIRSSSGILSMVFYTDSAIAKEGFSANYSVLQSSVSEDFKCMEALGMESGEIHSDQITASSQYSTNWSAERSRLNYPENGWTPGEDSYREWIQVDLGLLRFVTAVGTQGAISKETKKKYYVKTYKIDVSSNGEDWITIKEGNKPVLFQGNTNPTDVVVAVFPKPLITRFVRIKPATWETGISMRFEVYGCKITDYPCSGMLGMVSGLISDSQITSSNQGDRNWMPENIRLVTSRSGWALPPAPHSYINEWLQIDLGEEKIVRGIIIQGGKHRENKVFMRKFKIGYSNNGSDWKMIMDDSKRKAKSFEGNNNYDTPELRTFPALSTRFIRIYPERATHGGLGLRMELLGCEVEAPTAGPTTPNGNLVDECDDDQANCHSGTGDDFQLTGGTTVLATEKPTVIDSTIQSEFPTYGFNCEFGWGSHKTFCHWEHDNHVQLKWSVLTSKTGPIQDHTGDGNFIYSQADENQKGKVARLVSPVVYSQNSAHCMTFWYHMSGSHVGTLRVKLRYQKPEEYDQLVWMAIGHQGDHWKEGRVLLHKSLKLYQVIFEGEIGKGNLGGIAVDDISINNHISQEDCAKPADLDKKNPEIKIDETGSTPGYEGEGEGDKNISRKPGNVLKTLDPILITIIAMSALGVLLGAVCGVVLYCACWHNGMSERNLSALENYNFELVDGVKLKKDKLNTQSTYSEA
Numbers without * were called inactive; i = inactive; / = no result given.

SMILES	STEP block	Scp-1 inhibitor	SKN-1 block	NadD inh	Neddylation inh	LMPTP inh	TbMetRS inhib	DNMT1 block	SUMO1-SIM PPI	NRP1-CendR mod
CC1CCCN(C(=O)CSc2nnc(-c3cccs3)o2)C1 (centres undefined)	-2	-5	12	2	i	-1.3	-0.7	-1	-3	5
CC1=C(C(=O)N(C)C)CC(CC(=O)NCCCN(C)C)C(=O)N1CCC1=CCCCC1 (centres undefined)	-2	/	-18	-4	i	-5.1	0.8	13	1	-7
Cc1ccc(C(=O)NNC(=O)c2nn(-c3ccc(F)cc3)ccc2=O)cc1	1	-11	7	-1	i	-0.8	-1.1	-4	-21	18
Cc1cccc(N2CCN(S(=O)(=O)c3ccc4c(c3)CCN4C(=O)CCC(=O)O)CC2)c1C	41*	33	12	14	i	0.2	-0.5	-3	5	-11
O=C(CSc1ccc2ccccc2c1)Nc1ccncc1	0	-4	6	-2	i	2.5	-0.8	2	-7	-6
Cc1ccc(/C=C2\SC(=S)N(CCCC(=O)Nc3cc(C)on3)C2=O)cc1	-2	-5	-7	9	i	0.5	-0.1	23	2	0
COC(=O)CNC(=O)CCC(=O)N1CCN(C(c2ccccc2)c2ccccc2)CC1	-1	-14	-1	-9	i	-0.9	-0.6	0	-2	-13
CC1(C)CC(=O)C=C(c2ccc(-c3cnc4ccccc4c3)cc2)C1=O	1	/	7	-3	i	1.6	-1.0	-9	-34	-13
COc1ccc(CN2CCNC(=O)C2CC(=O)NCCCn2cccn2)c(OC)c1 (centres undefined)	3	-5	6	8	i	-1.9	-0.8	0	0	-2
Cc1ccc(C)c(Nc2nc3nonc3nc2N2CCOCC2)c1	-1	-11	1	1	i	-1.5	0.5	0	-5	8
O=C(CN1CCN(C/C=C/c2ccccc2)CC1)NC(=O)NC1CCCCC1	-2	-5	2	-12	i	0.3	-0.2	0	0	-8
CCc1nc2ccc(C(=O)Nc3cc(-c4ccccc4)ccc3OC)cn2c1N(C)CCCc1ccccc1	1	/	8	5	i	12	-0.1	-8	4	-3
COc1ccccc1OCCCC(=O)NC(C)c1ccccc1 (centres undefined)	-2	-17	-7	-6	i	-1.0	0.7	-5	-1	0
COc1ccc(-c2noc(CSc3nc4ccccc4c(=O)n3-c3ccc(C)cc3)n2)cc1	2	-16	8	8	i	3.6	0.0	2	1	-10
COc1ccccc1N1CCN(C(=O)COc2cccc(C)c2C)CC1	-5	-9	-4	-5	i	-0.8	-0.1	2	2	-8
Cc1cccc(OCC(=O)N2CCN(c3nnc(-c4ccccc4)c4ccccc34)CC2)c1	-1	9	0	8	i	3.4	-0.5	0	-26	7
CNC(=O)COC(=O)c1cc(-c2ccco2)nc2ccccc12	4	76*	0	-2	/	12	0.7	56*	-9	-1
COc1ccc(CC(=O)Nn2c(-c3ccccc3)nc3ccccc3c2=O)cc1	-1	-2	7	4	i	0.1	-1.3	1	3	7
CC(=O)Nc1ccc2sc(C)nc2c1	-1	3	-20	-6	i	3.9	-0.6	0	-2	0
COC(=O)C1=C(C)NC(=O)NC1C1CC=CCC1 (centres undefined)	-2	0	12	2	i	-0.5	-0.7	4	0	-2
COC(=O)C1=C(C(=O)OC)[C@@H]2N(C)c3ccccc3[C@@]23C[C@@H](CO)N(C(=O)c2cccs2)C3=N1	2	2	-3	-3	i	-4.0	-0.4	-4	3	18
O=S1(=O)CCOC[C@H](CC2CCCCC2)N1Cc1ccccc1Br	0	-11	35	-2	i	2.8	0.1	3	3	0
CCOc1ccc(-n2cc(C(=O)NCc3ccco3)c3cc(OC)c(OC)cc3c2=O)cc1	-1	0	-10	-10	i	-0.1	-1.2	-3	5	3
Fc1ccc(CNc2ncnc3c2cnn3-c2ccccc2)cc1	-3	1	-13	-3	i	0.3	-0.1	-8	2	7
Cc1ccc(C2=CN(Cc3ccccc3)CCC2=O)cc1	3	11	14	3	i	2.3	0.5	4	0	-8
CN(Cc1ccon1)Cc1cn(C)nc1-c1cccc(Cl)c1	0	-3	8	-1	i	-0.1	-0.1	1	2	4
CCCCCC(=O)Nc1ccc2oc(-c3cccnc3)nc2c1	-4	-2	-16	4	/	-0.3	0.2	0	2	-5
C=CCN(C(=O)c1ccccn1)C(C(=O)NCc1ccccc1)c1ccccc1F (centres undefined)	0	-3	-5	-7	i	-0.8	-0.6	-5	0	-18
CCc1ccc(N(C2C=CS(=O)(=O)C2)S(=O)(=O)c2ccccc2)cc1 (centres undefined)	3	-10	11	-1	i	-2.1	0.0	2	3	-2
CCOc1cc(C(=O)NC2CC(C)(C)NC(C)(C)C2)cc(OCC)c1OCC	-1	0	9	-4	i	-1.8	-1.6	4	6	2
Cn1nc([N+](=O)[O-])nc1Sc1ccc(Cl)cc1	-3	-10	5	-3	i	-0.6	0.3	5	-20	-5
O=C(NNC(=O)c1ccc(Cl)cc1Cl)Nc1ccccc1	-3	3	4	1	i	-0.6	2.9	3	1	-10
CCOC(=O)[C@H]1[C@H]2COc3ccc(C)cc3[C@@H]2N2C(=O)CN(CC3CCCO3)C(=O)[C@@]12C (some centres undefined)	2	3	4	-2	i	0.7	-0.3	2	6	7
COc1ccc(-c2cc3c(=O)n(CC(=O)NCc4ccccc4OC)ncn3n2)cc1	0	-9	-2	15	i	0.7	-0.4	26	-6	-12
Cc1ccc(Cn2ccc(=O)c(OCc3c(Cl)cccc3Cl)c2C)cc1	13	11	-12	3	i	8.7	-0.5	-3	0	-1
CCC1CCCCN1CCCNC(=O)c1ccc(CS(=O)(=O)Cc2ccccc2F)o1 (centres undefined)	-1	-6	-2	4	i	-0.2	-0.7	1	-6	-2
CCS(=O)(=O)c1ccc2oc(SCC(=O)NCc3ccccc3)nc2c1	3	-5	-1	1	i	-1.0	-0.5	-1	-3	4
O=C(NCCCc1ccc(F)cc1)C1CCC(=O)N(CC2CCCCC2)C1 (centres undefined)	-1	1	-3	-8	i	1.3	-0.5	-1	-3	-4
O=S(=O)(c1ccc(Cl)cc1)N1CCC(O)(CN2CCN(Cc3ccccc3)CC2)CC1	3	-7	0	-5	i	-1.3	-0.4	-2	0	-8
Cc1ccc(S(=O)(=O)n2cccc2/C=C/[N+](=O)[O-])cc1	0	/	8	11	i	1.4	-0.4	23	0	-22
Cc1nc2c(cc(Oc3ccc(S(=O)(=O)N4CCOCC4)cn3)c3ccsc32)s1	-3	-11	17	-5	i	-0.1	0.1	-8	3	-1
Cc1cccc(C)c1-n1nnnc1S(=O)(=O)Cc1ccccc1Cl	-1	-3	-9	-5	i	2.4	-1.4	-2	0	12
CC(Sc1ncn[nH]1)C(=O)Nc1cc(C(F)(F)F)ccc1Cl (centres undefined)	-2	2	3	-8	i	-0.5	-0.3	0	-2	1
Cc1ccc(S(=O)(=O)n2oc(=O)c(C3CCCCC3)c2N)cc1	0	-7	-18	-3	i	2.3	-0.3	17	-22	-2
COc1ccc(CCNC(=O)COC(=O)COc2ccc(Cl)cc2)cc1OC	-4	-1	15	7	i	-1.1	0.1	0	3	-8
CCN(C(=O)c1cccc(F)c1)c1ccccc1C	1	1	-16	2	i	-0.8	0.0	-2	1	2
CC(C)=NN1C(=O)c2ccccc2NC1(C)C	-2	4	-8	1	/	-1.8	0.6	0	5	9
c1csc(CN2CCN(Cc3cccs3)C2c2cccs2)c1	1	-1	2	-4	i	-2.8	-1.4	4	0	4

Whole records, quoted from the list.
CCS(=O)(=O)c1ccc2oc(SCC(=O)NCc3ccccc3)nc2c1 in the list: STEP block = 3; Scp-1 inhibitor = -5; SKN-1 block = -1; NadD inh = 1; Neddylation inh = i; LMPTP inh = -1.0; TbMetRS inhib = -0.5; DNMT1 block = -1; SUMO1-SIM PPI = -3; NRP1-CendR mod = 4
Cc1ccc(S(=O)(=O)n2oc(=O)c(C3CCCCC3)c2N)cc1 in the list: STEP block = 0; Scp-1 inhibitor = -7; SKN-1 block = -18; NadD inh = -3; Neddylation inh = i; LMPTP inh = 2.3; TbMetRS inhib = -0.3; DNMT1 block = 17; SUMO1-SIM PPI = -22; NRP1-CendR mod = -2

The listing continues:
SMILES	STEP block	Scp-1 inhibitor	SKN-1 block	NadD inh	Neddylation inh	LMPTP inh	TbMetRS inhib	DNMT1 block	SUMO1-SIM PPI	NRP1-CendR mod
Cc1cccc(OCC(=O)O/N=C(\N)c2ccc(Br)cc2)c1	2	-7	-1	-1	i	4.0	-1.2	-2	3	6
O=C(CSc1nc2cc(Cl)ccc2s1)N1CCN(C(=O)c2ccco2)CC1	-12	1	-23	0	i	0.8	-0.6	-1	0	-6
COC(=O)N/N=C/c1ccc(OCCSc2ccc(Cl)cc2)c(OC)c1	1	-5	9	-13	i	2.5	0.0	-15	-4	4
CN1CC(c2ccccc2)Oc2ccccc2C1=S (centres undefined)	1	-8	20	-5	i	-0.4	0.1	-3	3	3
CN(c1cccc(NC(=O)CSc2ccc(Cl)cc2)c1)S(C)(=O)=O	-3	-13	-10	-9	i	0.6	-0.1	-1	1	-7
Cc1cc2c(C)nc(Cc3ccccc3)nc2o1	5	-4	2	-4	i	0.7	-0.8	-1	-2	-1
CNC(=O)c1cc(Nc2nnc(-c3ccc(C)c(S(N)(=O)=O)c3)c3ccccc23)ccc1OC	-1	7	8	10	i	0.3	-0.4	-3	8	-2

Shown bar-delimited: entries from further up
compound | STEP block | Scp-1 inhibitor | SKN-1 block | NadD inh | Neddylation inh | LMPTP inh | TbMetRS inhib | DNMT1 block | SUMO1-SIM PPI | NRP1-CendR mod
CN(Cc1ccon1)Cc1cn(C)nc1-c1cccc(Cl)c1 | 0 | -3 | 8 | -1 | i | -0.1 | -0.1 | 1 | 2 | 4
O=C(NCCCc1ccc(F)cc1)C1CCC(=O)N(CC2CCCCC2)C1 (centres undefined) | -1 | 1 | -3 | -8 | i | 1.3 | -0.5 | -1 | -3 | -4
